From PubChem
APE1 inh: qHTS Assay for Inhibitors of the Human Apurinic/apyrimidinic Endonuclease 1 (APE1). DNA repair nuclease/redox regulator APEX1 (Homo sapiens), P27695. recombinant APE1, TAMRA/BHQ-2 abasic DNA cleavage fluorescence. Potency, µM (series often up to 65.8 µM), for inactives: at the highest dose activity change, negative = inhibition, actives largely listed as inhibitors. actives 0.35% (n = 350,000);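 also: potency is read from the fitted curve at half-maximal effect; plate controls were vehicle for no effect and reference inhibitor for full effect; nearly all actives have a fitted effect of over 55% in size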
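Substrate: short duplex with […] THF abasic site, 5'-TAMRA and 3'-BHQ-2, 50 nM final. APE1 at 0.75 nM, preincubated 15 min RT with compound. Fluorescence increase from first to third read measured activity.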
TRHR agonist: qHTS for Small Molecule Agonists and Allosteric Enhancers of Human TRH Receptor: Primary Screen for Agonists. TRHR cells, calcium flux fluo-8, FDSS agonist mode. activation, % at 2 µM. actives 0.18% (n = 360,000). Thyrotropin-releasing hormone receptor (Homo sapiens), P34981; in the data active = activation above about 30%; also: 0% is about no effect
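TRHR-expressing cells loaded with fluo-8 calcium dye; 23 nL library compound pin-transferred, kinetic FDSS fluorescence (Ex 480/Em 530) recorded about 180 s for agonist-induced calcium release, before a 10 nM TRH EC20 addition for potentiator mode.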
POLB inh: qHTS Assay for Inhibitors of DNA Polymerase Beta; P06746; Pol beta primer extension/strand displacement, fluorescence kinetic; Potency, µM (highest dose often 114 µM), inactives show at the highest dose activity change, negative = inhibition, actives largely listed as inhibitors; actives 1.3% (n = 340,000); also: potency is read from the fitted curve at half-maximal effect; % is scaled to controls: 0 for no effect and ±100 for the full control effect
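Pol beta (10 nM) and compounds were preincubated 15 min at room temperature, then 50 nM substrate (final) started primer extension/strand displacement. Reads were taken at 0 and 10 min; concentration-response data were fitted to a four-parameter Hill equation.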
Pol kappa inh: qHTS for Inhibitors of Polymerase Kappa; DNA polymerase kappa (Homo sapiens), Q9UBT6; purified Pol kappa, fluorescent DNA synthesis assay, 10 min; Potency, µM (series often up to 107 µM), inactives show at the top dose activity, negative = inhibition, hits mostly inhibitors; actives 0.53% (n = 400,000); also: potency is read from the fitted curve at half-maximal effect; % is scaled to controls: 0 for no effect and ±100 for the full control effect
Target sequence (Q9UBT6 whole entry, looked up): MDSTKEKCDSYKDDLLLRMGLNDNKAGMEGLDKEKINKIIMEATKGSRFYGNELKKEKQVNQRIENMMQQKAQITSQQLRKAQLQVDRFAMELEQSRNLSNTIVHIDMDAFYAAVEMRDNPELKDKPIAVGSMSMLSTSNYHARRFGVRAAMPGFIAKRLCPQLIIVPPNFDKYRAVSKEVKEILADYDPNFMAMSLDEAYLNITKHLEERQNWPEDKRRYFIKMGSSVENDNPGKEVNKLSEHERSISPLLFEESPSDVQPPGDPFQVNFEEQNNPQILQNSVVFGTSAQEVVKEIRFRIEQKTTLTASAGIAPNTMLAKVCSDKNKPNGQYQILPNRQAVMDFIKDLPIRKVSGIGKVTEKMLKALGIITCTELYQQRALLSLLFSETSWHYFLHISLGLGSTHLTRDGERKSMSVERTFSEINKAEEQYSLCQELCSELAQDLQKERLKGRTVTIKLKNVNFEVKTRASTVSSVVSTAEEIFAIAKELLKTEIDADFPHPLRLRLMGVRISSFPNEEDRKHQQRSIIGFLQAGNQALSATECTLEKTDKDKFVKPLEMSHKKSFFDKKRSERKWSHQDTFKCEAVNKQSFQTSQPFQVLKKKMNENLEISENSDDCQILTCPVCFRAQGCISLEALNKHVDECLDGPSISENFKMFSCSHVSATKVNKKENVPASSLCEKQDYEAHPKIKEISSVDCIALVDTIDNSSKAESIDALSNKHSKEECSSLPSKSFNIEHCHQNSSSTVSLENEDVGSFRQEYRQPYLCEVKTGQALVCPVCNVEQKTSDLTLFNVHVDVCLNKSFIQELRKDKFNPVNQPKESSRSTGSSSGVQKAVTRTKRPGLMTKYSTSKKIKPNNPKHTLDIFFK
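Activity was followed as the change in fluorescence between reads at 0 and 10 min after starting the reaction with 50 nM substrate. Beforehand, 10 nM polymerase had been preincubated with compound for 15 min at room temperature.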
ERG Ets-DNA blk: qHTS for Small Molecule Inhibitors of the ERG Ets/DNA interaction; Transcriptional regulator ERG (Homo sapiens), P11308; fluorescence polarization, His-ERG Ets domain / labelled DNA; Potency, µM (highest dose often 76.9 µM), inactives show at the top dose FP activity, negative = inhibition, most hits filed as inhibitors; actives 0.028% (n = 370,000); active = well fitted inhibition curve with a large enough effect in the polarisation, with a control signal flat; inconclusive = small, poorly fitted or top-dose-only effect, or effect the other way, or a change in a side signal; inactive = no such curve, though single readings can be large or run the other way; the % refers to the polarisation;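 also: polarization taken with two DNA probes labelled with fluorescein and Texas red; potency is read from the fitted curve at half-maximal effect; % of control where 0% means no effect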
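His-tagged ERG Ets domain (1 uM in the protein solution; 300mM KCl, 50mM Tris-HCl, 1mM EDTA, 1mM DTT, pH 7.5) received compound, then a probe mix of 5 nM fluorescein-DNA and 100nM Texas-615-DNA. Fluorescence polarization was read for both dyes.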
BLM inh: qHTS Assay for Inhibitors of Bloom's syndrome helicase (BLM); actives 0.2% (n = 350,000); RecQ-like DNA helicase BLM (Homo sapiens), P54132; Potency, µM (titrated, usually from 56.1 µM), inactives show at the highest dose activity change, negative = inhibition, actives largely listed as inhibitors; recombinant BLM DNA unwinding, fluorescence dequenching;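 also: potency is read from the fitted curve at half-maximal effect; plate controls were vehicle for no effect and no enzyme for full effect; nearly all actives have a fitted effect of over 35% in size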
POLI inh: qHTS for Inhibitors of Polymerase Iota. DNA polymerase iota (Homo sapiens), Q9UNA4. Pol iota fluorescent replication assay, 10 min. Potency, µM (top dose mostly 115 µM), for the others: at the top dose activity, negative = inhibition, hits mostly inhibitors. actives 1% (n = 390,000); also: potency is read from the fitted curve at half-maximal effect
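Fluorescent replication assay read twice, at 0 min and 10 min after adding 50 nM (final) substrate. Enzyme (10 nM) and compounds were first incubated 15 min at room temperature; enzyme-free buffer wells were negative controls.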
Anesthetic bind: qHTS Assay for Identification of Novel General Anesthetics; actives 0.074% (n = 350,000); apoferritin/1-aminoanthracene competitive binding, fluorescence; AID 485281, 2010; Potency, µM (highest dose often 77.5 µM), without a hit: top-dose activity change, negative = displacement, most hits filed as inhibitors; also: potency is read from the fitted curve at half-maximal effect; % is scaled to controls: 0 for no effect and ±100 for the full control effect; nearly all actives have a fitted effect of over 20% in size
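10 uM apoferritin + 50% sat. 1-AMA, PBS; cpd 10 min RT; Ex380/Em535 endpoint; normalized to free probe vs complex; 4-param Hill fit; propofol titration as pos. ctrl.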
12-LOX inh: Primary qHTS assay for inhibitors of human arachidonate 12S-lipoxygenase (ALOX12): Round 2; Polyunsaturated fatty acid lipoxygenase ALOX12 (Homo sapiens), P18054; purified 12hLO, xylenol orange hydroperoxide absorbance; Potency, µM (highest dose often 108 µM), inactives show top-dose activity change, negative = inhibition, most hits filed as inhibitors; actives 1.1% (n = 580,000); AID 1671190, 2021; also: potency is read from the fitted curve at half-maximal effect; % is scaled to controls: 0 for no effect and ±100 for the full control effect
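Purified human 12hLO (150 nM final) in 25 mM Hepes, 0.01% Triton X-100, pH 7.0 was preincubated 15 min at room temperature with compound. Then 40 uM arachidonic acid was added, 30 min. Hydroperoxide was read by Fe-XO absorbance ratio 573/405 nm.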
Starred values were filed as active, the others as inactive; i = inactive; u = inconclusive; x = not tested or not shown; [ ] = dose if it differs, or a comment. Unless noted, calls follow the shape of the dose curve; as a rule, active = well fitted curve in the direction sought with a large enough effect; inconclusive = small, poorly fitted or top-dose-only effect, or another doubt; inactive = no such curve, though single readings can be large; an effect the other way counts as inactive or inconclusive. Not all compounds are listed; the hit share may differ from the screen's.

Order of values: BLM inh | APE1 inh | ERG Ets-DNA blk | Anesthetic bind | POLB inh | Pol kappa inh | 12-LOX inh | TRHR agonist | POLI inh
Cc1ccc(S(=O)(=O)NCC(=O)N2CCCC2)cc1
  0% | 1% | 1% | -3% | 2% | 1% | 7% | 0.3 | 7%[58.9 µM]
COc1ccc(/C=N/NC(=O)c2cccc(O)c2)cc1Cn1nc(C)c([N+](=O)[O-])c1C
  1% | -1% | 5% | u | -1% | -6% | i | -1.1 | 17%
COc1cccc(-c2nc(CS(=O)(=O)CC(=O)NC3CCCC3)c(C)o2)c1
  -1% | 56%[activator] | 21% | -7% | 0% | -2% | -17% | -0.5 | 0%
CC(C)CC(OC(=O)c1nsc(Cl)c1Cl)C(=O)NCC1CCCO1 (configuration not stated)
  -1% | -9% | 0% | -6% | 54% | 6% | 5% | 0.0 | 68%[activator]
NC(=S)N/N=C/c1coc2c(ccc3ccccc32)c1=O
  -12% | 3% | x | 0% | -28% | -7% | -14% | -0.6 | u
COc1ccc(S(=O)(=O)NCCc2nnc3ccc(SCC(=O)Nc4nc(C)cs4)nn23)cc1
  -11% | -1% | -2% | -7% | -25% | -12% | -24% | 0.1 | 33%[activator]
O=c1ccc(-c2ccc(S(=O)(=O)N3CCN(c4cccc(Cl)c4)CC3)o2)n[nH]1
  0% | -10% | 1% | -7% | 6% | -11% | -19% | 0.7 | 7%
O=C(Nc1ccon1)c1sc2cc(F)ccc2c1Cl
  2% | -5% | -5% | 3% | -1% | 1% | 114%[activator] | 0.7 | 8%
CC(C)CC(C(=O)NCCc1ccccc1)N1Cc2ccccc2C1=O (configuration not stated)
  0% | x | 9% | -5% | -13% | -22% | 0% | -0.2 | 5%
NC1=C(c2ccccc2)C(=O)NC1=O
  -7% | -4% | -9% | 2% | 20% | -11% | -19% | -0.3 | 23%
CCN(CC)CCn1c(-c2ccccc2)csc1=Nc1ccccc1
  2% | x | 0% | -3% | -11% | -1% | u | -1.4 | 12%
CN(/C=C/C(=O)C(F)(F)F)Cc1ccccc1
  3% | 16% | -8% | -17% | 11% | 7% | 0% | -0.2 | 3%
Cc1ccc(C)c(NC(=O)Cn2c(=O)oc3cc(S(=O)(=O)NCc4ccccc4)ccc32)c1
  -8% | x | -1% | -5% | u | -6% | 2% | -0.4 | -18%
O=C(Cc1c[nH]c2ccccc12)NC1(C(=O)NC2CCCC2)CCCCC1
  0% | 4% | 1% | -5% | 1% | -17% | -7% | 0.8 | 94%[activator]
O=C(NCCN1CCCCC1)c1ccc(Cn2c(SCc3ccccc3)nc3cccnc32)cc1
  4% | x | 0% | u | 31% | 7% | -4% | -0.4 | 29%
COC(=O)N(NC(=O)C(O)(c1ccccc1)c1ccccc1)c1ccc(C)cc1
  4% | -2% | -2% | -10% | 1% | -7% | -15% | 0.3 | 9%
O=C(NCCN1CCOCC1)c1cccc(S(=O)(=O)NCc2ccccc2)c1
  x | -5% | 1% | x | x | -8% | 9% | 0.3 | 15%
COc1ccc(CNc2ccnc(-c3cccc(NS(C)(=O)=O)c3)n2)c(OC)c1
  2% | -5% | x | x | x | -6%[60.1 µM] | u | x | x
COc1ccc(C2/C(=C(\O)c3ccc4c(c3)OCCO4)C(=O)C(=O)N2CCCN(C)C)cc1 (configuration not stated)
  -2% | 1% | -3% | -7% | 0% | 4% | 0% | 0.8 | 20%
Cc1cc(C)cc(NC(=O)Nc2nnc(N(C)C3CCCCC3)s2)c1
  -1% | x | 0% | 12% | 5% | -7% | -30% | -0.1 | 5%
COc1ccc(N2CCN(Cc3nc4ccccc4c(=O)[nH]3)CC2)cc1
  -2% | 22% | -6% | 0% | 0% | 0% | -17% | -1.0 | -7%
Cc1c(Cl)cccc1NC(=O)COc1ccc(S(=O)(=O)N2CCOCC2)cc1
  -3% | 0% | 0% | -5% | 17% | -13% | -14% | 0.0 | 12%
Cn1c(=O)c2[nH]c(CCCCCc3nc4ccccc4[nH]3)nc2n(C)c1=O
  x | x | 2% | x | x | -6% | -9% | x | 19%
Cc1c(NC(=O)COC(=O)C23CC4CC(CC(O)(C4)C2)C3)c(=O)n(-c2ccccc2)n1C
  -4% | 1% | 4% | -5% | 19% | -15% | -13% | 0.5 | 26%
COc1ccccc1NC(C)C(=O)N/N=C/c1cccs1 (configuration not stated)
  -4% | -2% | 1% | -10% | 4% | -4% | 10% | 0.1 | 70%[activator]
COc1ccc(NC(=O)N(C)C[C@H]2Oc3ccc(NS(=O)(=O)c4ccc(OC)cc4)cc3C(=O)N([C@H](C)CO)C[C@@H]2C)cc1
  x | -16% | -1% | x | x | -12% | 2% | x | -5%
COc1cc2c(cc1OC)CN(C(=S)Nc1c(C)cccc1C)CC2
  0% | -1% | -7% | -14% | 4% | -11% | -12% | 1.0 | 5%
COC(=O)CC1C(=O)NCCN1C(=O)c1ccccc1 (configuration not stated)
  0% | 7% | 8% | -5% | -16% | -10% | u | 0.1 | 19%
CCCCn1c(SCC(=O)NCC2CCCO2)nc2ccc(N3CCOCC3)cc2c1=O (configuration not stated)
  -6% | 11% | 5% | 35%[activator] | 0% | 2% | -24% | 0.3 | 14%
CCCCC(CC)C1OCC(CN2CCCCC2)O1 (configuration not stated)
  0% | 3% | 1% | 10% | -23% | 0% | 138%[activator] | -0.6 | 13%
CC(C)c1ccc(S(=O)(=O)c2nnn3c2nc(N2CCCCC2)c2ccccc23)cc1
  -3% | 5% | 5% | -4% | -13% | 0% | 0%[6.33 µM] | 0.5 | 27%
CC(C)[C@H](NC(=O)c1c(F)cccc1F)C(=O)OCC(=O)NC(=O)NC1CCCC1
  -5% | 50%[activator] | 3% | -17% | -1% | -10% | u | -0.5 | 8%
COc1ccc(-c2noc(CCC(=O)NCCc3ccccc3)n2)cc1OC
  -3% | 59%[activator] | 2% | 2% | -7% | 4% | 0% | 1.4 | 10%
O=C(CNS(=O)(=O)c1ccc(Br)cc1)N1CCN(Cc2ccccc2)CC1
  1% | 30% | 4% | -15% | 20% | -9% | 422%[activator] | -0.2 | 129%[activator]
COc1ccc(CC(=O)OCC(=O)NCc2ccco2)cc1
  x | -13% | 14% | x | x | -9% | -30% | -0.6 | u
Cc1nn(C(=O)CNS(=O)(=O)c2ccccc2)c(C)c1Sc1ccc(Cl)cc1
  -10% | 4% | 2% | u | -19% | -4% | u | -0.4 | 16%
Cc1cccc(N(C)C(=O)Cn2cnc3nc4c(cc3c2=O)CCCC4)c1
  0% | x | -7% | -4% | -17% | -10%[60.1 µM] | -1% | 0.0 | 18%
CC(C)CN(C(=O)COC(=O)C1c2ccccc2Oc2ccccc21)C1CCS(=O)(=O)C1 (configuration not stated)
  -18% | -3% | -10% | -9% | -2% | -3% | 0% | 0.5 | 3%
CC(Oc1ccccc1)C(=O)N1CCC2(CC1)Oc1ccc(F)cc1C(=O)C21CC(c2cccnc2)=NO1 (configuration not stated)
  x | x | -2% | x | x | 9% | -4% | x | u
O=C(CO/N=C/c1ccccc1OC(F)F)NCc1cccs1
  -3% | -3% | -1% | -8% | 19% | -2% | 7% | -0.6 | 17%
